Compound activity as filed in PubChem.
Diaph inh CS – diaphorase inhibition or chemical oxidation counter-screen; AID 1217; inhibition, % at 20 µM; 190,000 tested, 0.69% active; diaphorase resazurin-to-resorufin fluorescence, NADH, 16 min; bacterial (C. kluyveri) enzyme, not human;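 active means primary screen inhibition at 20 µM above a set limit, cut at about 50% in these data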;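 further: plate controls were DMSO with full reaction for no effect and wells lacking NADH for full effect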
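Test system: Clostridium kluyveri diaphorase enzyme / Quantity: diaphorase at 0.14 U/mL in enzyme working solution / Incubation: 16-min room-temperature incubation before reading / Benchmarks: NADH-free wells as positive control, DMSO-only neutral wells / Signal: resorufin fluorescence 544/590 nm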
G6PDH counter – inhibits Leuconostoc G6PDH, flagging false hits in G6PDH-based assays. Purified L. mesenteroides G6PDH, diaphorase/resazurin coupled fluorescence, 45 min. inhibition, % at 5 µM. AID 1020. 200,000 tested, 0.12% active; in the data active means inhibition above about 50%
Diaph act CS – counter-screen for diaphorase-based assays: diaphorase activators and chemical reducers; activation factor at 20 µM; AID 1229; 190,000 tested, 0.005% active; Diaphorase/resazurin coupled assay, resorufin fluorescence, 16 min; hits give high values; 1 = vehicle wells, 0 = NADH-free wells;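 active means diaphorase activity raised at least twofold by the compound at 20 µM; inactive means activation factor below 2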
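test system = bacterial diaphorase enzyme (C. kluyveri) | quantity = enzyme 0.07 U/mL final | reagent = NADH substrate 0.114 mM plus resazurin dye 0.1 mM, final | incubation = 16 min enzyme reaction, ambient temperature | buffer or medium = HEPES pH 7.4 buffer with MgCl2 and Tween 20 | signal = fluorescence of resorufin, 544 nm excitation, 590 nm emission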
PMI activator – phosphomannose isomerase (human) activation; P34949; purified human PMI, coupled resazurin fluorescence, 20 min; hits give high values; 1 = vehicle control, 0 substrate-free wells; activation factor at 20 µM; 190,000 tested, 0.005% active;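 active means activation factor of 2 or more at 20 µM, relative to plate controls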
Target sequence (P34949 whole entry, looked up): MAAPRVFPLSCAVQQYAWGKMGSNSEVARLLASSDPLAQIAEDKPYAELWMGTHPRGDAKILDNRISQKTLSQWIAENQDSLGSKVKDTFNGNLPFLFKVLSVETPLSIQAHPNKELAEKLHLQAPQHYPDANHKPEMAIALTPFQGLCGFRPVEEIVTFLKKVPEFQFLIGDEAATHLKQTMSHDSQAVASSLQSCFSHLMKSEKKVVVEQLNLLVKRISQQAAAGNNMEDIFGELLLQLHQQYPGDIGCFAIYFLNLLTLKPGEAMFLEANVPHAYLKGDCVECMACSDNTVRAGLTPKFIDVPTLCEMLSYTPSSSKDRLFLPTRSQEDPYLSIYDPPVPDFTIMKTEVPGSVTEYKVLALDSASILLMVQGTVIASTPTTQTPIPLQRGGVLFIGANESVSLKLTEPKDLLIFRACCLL
Efa HMGR inh – blocks class II HMG-CoA reductase of Enterococcus faecalis; purified E. faecalis HMGR, NADPH absorbance 340 nm kinetic; inhibition, % at 10 µM; 190,000 tested, 0.41% active; AID 1066;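 active means inhibition above a set limit, the median over all tested compounds plus 3 SD, cut at about 9.5% in these data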;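 further: enzyme runs in reverse so mevalonate oxidation gives rising NADPH absorbance; 0% = complete reaction with DMSO and 100% = background rate lacking mevalonate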
TNAP act hi DEA – increases human TNAP activity under high phosphate acceptor concentration; P05186; purified TNAP, CDP-star luminescence, 1 M DEA, 30 min; hits give high values; 0 = EDTA background, 1 = DMSO-only activity; activation factor at 20 µM; 200,000 tested, under 10 active; AID 1136;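 active means activation factor at least 2 at 20 µM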
Target sequence (P05186 whole entry, looked up): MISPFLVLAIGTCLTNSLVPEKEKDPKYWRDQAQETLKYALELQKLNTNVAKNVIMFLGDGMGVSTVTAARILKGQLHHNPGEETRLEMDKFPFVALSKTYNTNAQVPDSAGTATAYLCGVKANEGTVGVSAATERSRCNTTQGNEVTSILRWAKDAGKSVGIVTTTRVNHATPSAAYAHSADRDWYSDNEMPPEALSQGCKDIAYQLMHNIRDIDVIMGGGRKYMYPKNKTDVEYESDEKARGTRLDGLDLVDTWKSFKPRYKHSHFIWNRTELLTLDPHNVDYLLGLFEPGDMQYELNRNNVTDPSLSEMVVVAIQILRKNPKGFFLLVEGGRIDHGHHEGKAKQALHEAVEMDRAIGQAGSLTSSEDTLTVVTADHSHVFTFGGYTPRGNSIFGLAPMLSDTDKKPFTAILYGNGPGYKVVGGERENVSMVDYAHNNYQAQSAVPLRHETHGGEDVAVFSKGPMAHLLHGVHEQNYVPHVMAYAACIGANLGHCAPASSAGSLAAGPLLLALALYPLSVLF
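Control set: EDTA negative control, DMSO positive control / Assay system: human TNAP / Quantity: TNAP 1/800 final / Evaluation: TNAP activation factor scaled between EDTA and DMSO control wells / Measured by: luminescent substrate turnover signal / Compound dosing: one dose, 20 µM / Times: 30 min enzyme reaction at room temperature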
PMI act satM6P – increases human PMI activity with near-saturating mannose 6-phosphate; P34949; coupled PMI enzyme assay, resazurin fluorescence, 20 min; hits give high values; 1 = untreated enzyme, 0 = substrate-free blank; activation factor at 20 µM; 190,000 tested, 0.34% active;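 active means activation factor of 2 or more at 20 µM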
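assay system = human phosphomannose isomerase with PGI, G6PDH, diaphorase coupling enzymes | quantity = 15 ng/mL PMI | incubation = enzyme reaction with compound 20 min at room temperature | medium = HEPES pH 7.4 buffer with MgCl2 and Tween-20 | compound dosing = one concentration, 20 µM, in 1% DMSO | measured by = Diaphorase-driven resazurin-to-resorufin fluorescence, excitation 544, emission 590 nm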
FLuc stim CS – affects firefly luciferase, flagging false hits in luciferase stimulation screens; ATPlite luciferase biochemical, luminescence, 10 min; 0 = ATP-free wells, 1 = DMSO control; P08659; 200,000 tested, under 10 active; AID 1027; activation factor at 10 µM;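 active means luciferase activation factor, scaled between plate controls, of at least 2 with compound at 10 µM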
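System: cell-free luciferase reagent; medium: PBS as buffer for the ATP substrate; doses: test compounds dosed from 2 mM stocks in 100% DMSO; incubation: 10 min, room temperature; measured by: luminescence from luciferase reaction; read-out: luciferase activation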
TNAP inh hi DEA – inhibitors of human TNAP at high phosphate acceptor concentration | 200,000 tested, 0.03% active | purified TNAP, CDP-star luminescence, 1 M DEA | P05186 | inhibition, % at 20 µM;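 active means over 50% inhibition of tissue-nonspecific alkaline phosphatase at 20 µM in the single-dose screen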;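 further: plate controls were DMSO wells for no effect and EDTA-quenched wells as full inhibition for full effect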
TNAP inh noacc – TNAP (human) inhibition, acceptor-free conditions; P05186; purified TNAP, CDP-star luminescence, 30 min; inhibition, % at 20 µM; 200,000 tested, 0.26% active; AID 1012;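 active means tissue-nonspecific alkaline phosphatase inhibition above about 50% at 20 µM in the single-dose screen, limit read from the data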;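 further: 0% = DMSO negative control and 100% = EDTA positive control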
Starred values were filed as active, the others as inactive; x = not tested or not shown.

no.	mol	Diaph inh CS	G6PDH counter	Diaph act CS	PMI activator	Efa HMGR inh	TNAP act hi DEA	PMI act satM6P	FLuc stim CS	TNAP inh hi DEA	TNAP inh noacc
1	O=C(CNC(=O)c1cccc(F)c1)N/N=C/c1cc(Br)ccc1OCc1ccccc1	26	6	0.7	0.8	-2	1.1	0.8	1	-5	-2
2	CCn1c(C)c(C2=CCN(S(=O)(=O)c3ccccc3)CC2)c2ccccc21	24	-2	0.8	1	-4	1	1	1.1	-5	-8
3	COc1ccc(CN(C)CC(=O)Nc2ccccc2C(F)(F)F)c(OC)c1	25	13	0.7	1	-2	1	0.9	1.1	3	-10
4	COCCN(Cc1cc2cc(C)ccc2nc1Cl)C(=O)Nc1ccccc1C	28	0	0.7	0.9	0	1.1	0.9	1	-7	-18
5	CS(=O)(=O)N(Cc1ccc(Cl)cc1)c1ccc(C(=O)NCCSCc2ccco2)cc1	30	-1	0.7	0.8	-2	1.1	0.9	1.1	-5	-6
6	CCCCCCCCNC(=O)/C(C#N)=C/c1ccccc1[N+](=O)[O-]	21	-9	0.8	0.8	-12	1	0.8	1.1	-2	-3
7	COc1ccccc1C(=O)NNC(=O)c1ccccc1F	2	-3	1	0.9	-2	1	1	0.7	4	-8
8	COc1cc(/C=N/NC(=O)CN2CCOCC2)ccc1OCc1ccccc1	6	18	0.9	1	-2	1	1.1	1.1	-3	12
9	CCOC(=O)C1(Cc2ccccc2)CCN(Cc2ccon2)CC1	x	9	x	x	-1	1.1	x	1	-8	-13
10	CNC(=O)Cn1nc(C)c2ccccc2c1=O	14	-2	0.9	1	2	1.1	1	1.1	-9	-16
11	COc1cccc(NC(=O)CCSc2ccc3ccccc3n2)c1	9	-3	0.9	1	-6	1	1	1	4	-16
12	N#Cc1ccccc1S(=O)c1ccccc1C(=O)Nc1ccccc1 (stereo not drawn)	10	0	0.9	1.1	-2	1.1	1.1	1.1	-5	-16
13	COc1ccc(C(C#N)N2N=C(C)CC2(C)C)cc1OC (stereo not drawn)	10	-2	0.9	1	-3	1	1	1	-4	-9
14	O=C(CSc1ncc(-c2ccc(F)cc2)[nH]1)NCc1ccco1	24	4	0.8	0.9	-2	1.1	0.9	1.1	-7	-17
15	Cc1ccc(S(=O)(=O)N2CCN(c3ccc(S(=O)(=O)N4CCOCC4)cn3)CC2)cc1	5	-2	1	0.9	0	1	0.9	1	1	-8
16	O=C(CN1C(=O)CCS(=O)(=O)c2ccccc21)Nc1cccc(Cl)c1	1	11	1	1.1	-1	1	1.1	1.1	0	-7
17	O=C1C2C3C=CC(C3=C(c3ccccc3)c3ccccc3)C2C(=O)N1CCO (stereo not drawn)	26	2	0.7	0.9	-6	1	0.9	1	1	1
18	O=C(NCC1CCCO1)c1ccc2c(=O)n(Cc3cccc(Br)c3)c(=S)[nH]c2c1 (stereo not drawn)	0	-4	1	1.1	-5	1	1.1	1	-4	-8
19	O=C(Nc1nc(-c2ccc(-c3ccccc3)cc2)cs1)C1CCCO1 (stereo not drawn)	1	-2	1	1.1	-1	1	1.1	1	-1	-11
20	CC(C)Cn1nnc2c(=O)oc3ccccc3c21	-2	-5	1	1	-2	1	1.1	1	4	-4
21	CC1CC(C)CN(C(=O)CSc2nnc(-c3ccc(Cl)s3)o2)C1 (stereo not drawn)	13	-27	0.9	0.9	-3	1	0.9	1	4	-7
22	CCOC(=O)COc1ccc(C2CC(C)=NN2c2ccccc2)cc1 (stereo not drawn)	27	14	0.7	1	-2	1	1	1.1	-3	-5
23	Nc1nc(SCc2nnc(SCC(=O)O)n2-c2ccccc2)nc2sc3c(c12)CCCC3	16	3	0.8	0.9	-1	1	1	1	-3	-10
24	Cc1cccc(C)c1NC(=O)C1(C)c2cccc[n+]2CC(=O)N1Cc1cccs1 (stereo not drawn)	17	11	0.8	1.2	-5	1	2*	1	0	-12
25	Cc1cc(C)n(-c2ccc(C(=O)Nc3ccc(S(=O)(=O)N(C)C)cc3)cc2)n1	26	-5	0.7	0.9	-4	1	0.9	1	-3	-14
26	COc1ccc2[nH]c(=O)c(CN(Cc3cccs3)C(=S)Nc3ccccc3)cc2c1	19	-15	0.8	0.8	-5	1	0.9	1.1	-2	0
27	O=c1[nH]cnc2c1oc1ccccc12	23	-3	0.8	1	-1	1.1	0.9	1	-7	-12
28	Cc1nn2c(nc(N3CCOCC3)c3ccccc32)c1C=C(C#N)C#N	9	-45	0.9	0.9	3	1	1	1.1	-4	-12
29	COc1ccc(CCNC(=O)CCn2c(=O)[nH]c3cc(OC)c(OC)cc3c2=O)cc1OC	-2	7	1	1	-9	1	1	1.1	-2	-9
30	CCN1CCN(C(=O)C(N)Cc2ccccc2)CC1 (stereo not drawn)	9	-1	0.9	0.9	-11	1.1	1	1	-8	-12
31	N#Cc1cc([N+](=O)[O-])ccc1Oc1cccc(/C=N/NC(=O)c2cccc(Cl)c2)c1	15	-1	0.9	0.9	-3	1	0.9	1	1	0
32	CCn1c(SCC(=O)Nc2ccccc2C(=O)OC)nc2c1c(=O)n(C)c(=O)n2C	10	5	0.9	1	x	1	0.9	1	-3	-9
33	CC(C)NC(=O)CSc1ccccc1C(=O)NCc1ccc2c(c1)OCO2	12	3	0.9	1	-1	1	0.9	1.1	-4	-4
34	CCC(C)(C)n1nnnc1C(c1cc2ccc(OC)cc2[nH]c1=O)N1CCc2ccccc21 (stereo not drawn)	42	4	0.6	0.8	0	1	0.6	1	-3	-2
35	CCOc1ccc(Nc2nc(Cl)nc(N3CCN(c4ccc(OC)cc4)CC3)n2)cc1	18	2	0.8	0.8	1	1	0.9	1	-3	1
36	Cc1cccc(OCCNc2ccc(C(F)(F)F)cc2[N+](=O)[O-])c1	10	10	0.9	0.9	0	1	1	1	4	-1
37	Cc1cc(NC(=O)c2noc3c2CCCC3)nn1Cc1ccc(Cl)cc1	6	1	0.9	0.9	4	1	0.9	1	-2	-6
38	COc1ccc(C2C(C(=O)N3CCN(c4ccccn4)CC3)CCC(=O)N2c2cc(OC)c(OC)c(OC)c2)cc1 (stereo not drawn)	0	-2	1	1.1	-1	1	1.1	1.1	-2	-11
39	Cc1cccnc1Nc1nc(-c2ccc(O)cc2)cs1	15	-2	0.8	1.1	-1	1	1.3	0.8	3	-4
40	O=C(c1ccc(COc2ccc(F)cc2)o1)n1cc(Br)cn1	12	1	0.9	1	-9	1	1	1	3	-4
41	O=C(CSc1nnc(-c2ccc(F)cc2)o1)c1ccc2c(c1)OCCO2	-8	-6	1.1	1	1	1	1.1	0.9	-1	-4
42	O=C(Nc1ccc2oc(-c3cccnc3)nc2c1)c1ccc2c(c1)OCCO2	-14	14	1.1	1	-3	1	0.9	0.8	0	-73
43	O=[N+]([O-])c1cc(Cl)c2cccnc2c1O	40	46	0.6	0.9	0	0.8	0.5	1	17	-15
44	O=C(NCc1ccco1)c1ccc(Cl)c(S(=O)(=O)N2CCc3ccccc32)c1	23	-10	0.8	0.9	-4	1.1	1	1.2	-6	-2
45	CCc1nc(Nc2ccc3c(c2)OCO3)c2oc3ccccc3c2n1	22	4	0.8	0.9	-7	1	0.8	1	-1	3
46	CCCS(=O)(=O)c1nc(S(=O)(=O)c2ccc(C)cc2)c(NCCCN(C)C)s1	-2	-3	1	1	-7	1	1	1	1	-16
47	CCN(C(=O)Cn1nc(C(=O)O)c2ccccc2c1=O)C1CCCCC1	12	-2	0.9	1	-2	1	0.9	1	-2	-1

Sorted by number of heavy atoms (lowest first): 7 of the compounds above
no.	mol	Diaph inh CS	G6PDH counter	Diaph act CS	PMI activator	Efa HMGR inh	TNAP act hi DEA	PMI act satM6P	FLuc stim CS	TNAP inh hi DEA	TNAP inh noacc
39	Cc1cccnc1Nc1nc(-c2ccc(O)cc2)cs1	15	-2	0.8	1.1	-1	1	1.3	0.8	3	-4
36	Cc1cccc(OCCNc2ccc(C(F)(F)F)cc2[N+](=O)[O-])c1	10	10	0.9	0.9	0	1	1	1	4	-1
45	CCc1nc(Nc2ccc3c(c2)OCO3)c2oc3ccccc3c2n1	22	4	0.8	0.9	-7	1	0.8	1	-1	3
47	CCN(C(=O)Cn1nc(C(=O)O)c2ccccc2c1=O)C1CCCCC1	12	-2	0.9	1	-2	1	0.9	1	-2	-1
46	CCCS(=O)(=O)c1nc(S(=O)(=O)c2ccc(C)cc2)c(NCCCN(C)C)s1	-2	-3	1	1	-7	1	1	1	1	-16
32	CCn1c(SCC(=O)Nc2ccccc2C(=O)OC)nc2c1c(=O)n(C)c(=O)n2C	10	5	0.9	1	x	1	0.9	1	-3	-9
34	CCC(C)(C)n1nnnc1C(c1cc2ccc(OC)cc2[nH]c1=O)N1CCc2ccccc21 (stereo not drawn)	42	4	0.6	0.8	0	1	0.6	1	-3	-2
